Bioassay records (PubChem)
Bfl-1 displacement = Bfl-1 inhibitors, primary screen, biochemical, fluorescence polarization, FITC-Bid, mouse (AID 432); one-dose displacement, % at 20 µM; IC50 in µM for titrated hits; Bcl-2-related protein A1 (Mus musculus); FITC-Bid BH3 peptide fluorescence polarization displacement; higher % means a stronger effect; 0.02% of 64,000 active; in the data active means a potency from the dose series; inactive means the rest, 99 in 100 with displacement below about 15%; further: strong numbers were not always called active
HT1080 cytotoxicity = cytotoxicity in HT1080 fibrosarcoma cells, cell-based, fluorescence readout (AID 620). cytotoxicity, % at 10 µM, or EC50 in µM where a hit was titrated. HT1080 viability, fluorescence; higher % means a stronger effect. 0.42% of 87,000 active;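 further: cells exposed to compound overnight then 4 h with Alamar Blue; 0% = vehicle DMSO and 100% = killing control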
HPDE-C7 viability = cytotoxicity in HPDE-C7 cells, cell-based, fluorescence, HTS (AID 430) | HPDE-C7 pancreatic duct cells viability, fluorescence; higher % means a stronger effect | cytotoxicity, % at 10 µM; hits with a dose series show EC50 in µM | 1.8% of 63,000 active;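 further: cells exposed to compound for 48 hours before viability readout; 0% = vehicle and 100% = reference cytotoxic drug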
DPM-DC inhibit = S. pneumoniae DPM-DC inhibitors, primary screen, biochemical, PK/LDH-coupled NADH fluorescence. 0.49% of 65,000 active. diphosphomevalonate decarboxylase (Streptococcus pneumoniae D39). purified DPM-DC. calls only at 10 µM;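 active means the 320 compounds with the highest percent inhibition in the single-dose primary screen, excluding strongly autofluorescent ones, cut at about 32% in these data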;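 further: kinetic rate of NADH fluorescence loss reporting ADP formed by the decarboxylase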
LYP inhibition = LYP phosphatase inhibitors, primary screen, biochemical, DiFMUP fluorescence, recombinant catalytic domain, 10 µM (AID 606); Tyrosine-protein phosphatase non-receptor type 22 (Homo sapiens); recombinant LYP catalytic domain, DiFMUP fluorescence; higher % means a stronger effect; one-dose inhibition, % at 10 µM; IC50 in µM for titrated hits; 52,000 tested, under 10 active;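 active means IC50 under 40 µM in the dose-response test; inactive means IC50 of 40 µM or more, or never dose-tested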
KRASV12 cytotoxicity = cytotoxicity in KRAS-transformed pancreatic duct cells, primary screen, cell-based, fluorescence, HTS (AID 431); HPDE-C7K KRASV12 cells, Alamar Blue viability, 48 h; higher % means a stronger effect; one-dose cytotoxicity, % at 10 µM; EC50 in µM for titrated hits; 1.7% of 63,000 active;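 active means compounds whose percent cytotoxicity in the single-dose primary screen, scaled between solvent and toxic-drug controls, exceeds 50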;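 further: 0% = DMSO solvent wells and 100% = doxorubicin-treated wells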
Spn PMK inh = S. pneumoniae PMK inhibitors, primary screen, biochemical, mevalonate pathway, pilot trial included; phosphomevalonate kinase (Streptococcus pneumoniae D39); purified PMK, PK/LDH-coupled NADH absorbance 340 nm; 0.49% of 65,000 active; inhibition, % at 10 µM; AID 539, 2006;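 active means top-ranked compounds by inhibition in the single 10 µM screen, taking a fixed number of the strongest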;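 further: 0% = full reaction with DMSO carrier and 100% = background rate without enzyme reaction; no value below 0 was filed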
TNAP inhibition = human TNAP enzyme inhibitors, biochemical, luminescent (AID 518); Alkaline phosphatase, tissue-nonspecific isozyme (Homo sapiens); purified TNAP enzyme, luminescent substrate readout; higher % means a stronger effect; one-dose inhibition, % at 20 µM; IC50 in µM for titrated hits; 0.09% of 64,000 active; in the data active means a potency from the dose series; inactive means the rest, 99 in 100 with inhibition below about 22%;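 further: plate controls were vehicle for no effect and reference inhibitor for full effect; many of its hits are not listed in these tables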
Spn MK inh = S. pneumoniae MK inhibitors, primary screen, biochemical, PK/LDH-coupled NADH absorbance | mevalonate kinase [Streptococcus pneumoniae D39] | purified MK, PK/LDH-coupled NADH absorbance 340 nm | inhibition, % at 10 µM | 0.48% of 65,000 active;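 active means ranked among the strongest by inhibition in the single 10 µM screen, a fixed top-ranked set picked for dose follow-up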; further: no value below 0 was filed
Spn PMK inh pilot replicates = further read-out of Spn PMK inh, marked with its call; inhibition, %; measured here: pilot screen replicates
Spn MK inh pilot replicates = also measured in Spn MK inh; calls as there; inhibition, %; measured here: pilot screen replicates
DPM-DC inhibit pilot screen % = second read-out of DPM-DC inhibit, no call of its own (marks repeat the call); inhibition, %; measured here: pilot screen trials
Active calls of the source: *; i = inactive; . = no result given. Unless noted, no stated cut-off is given here; in the data, active means cytotoxicity above about 50%; inactive means the rest.

SMILES	Bfl-1 displacement	HT1080 cytotoxicity	HPDE-C7 viability	DPM-DC inhibit	LYP inhibition	KRASV12 cytotoxicity	Spn PMK inh	TNAP inhibition	Spn MK inh	others
CCN1/C(=C/C(=O)c2ccco2)Sc2ccccc21	-5%	32%	1%	i	9%	9%	11	3%	9
O=C(Nc1ccc(N2CCN(C(=O)c3ccco3)CC2)c(Cl)c1)c1cc2ccccc2o1	5%	82%*	18µM*	i	0%	16µM*	10	9%	7
O=C(Nc1ccc2c(c1)OCO2)c1ccccc1SCC(=O)N1CCCC1	-6%	12%	.	i	.	.	16	10%	0
COC(=O)CN1C(=O)C2(C(C#N)=C(N)Oc3cc(C)oc(=O)c32)c2ccccc21 (stereo not drawn)	-8%	-6%	-17%	i	.	-4%	10	4%	2
Cc1cccc(NC(=O)CCN2C(=O)c3ccccc3C2=O)n1	2%	-12%	3%	i	.	3%	16	14%	0
COCCCNC(=O)c1ccccc1Oc1ccccc1	-7%	11%	.	i	0%	.	13	8%	12
Cc1cc(NC(=O)CN2CCN(Cc3ccccc3)CC2)nc2c1c(=O)oc1ccccc12	7%	6%	-2%	i	-25%	-4%	4	4%	7
COc1cc(-c2ccccc2)nc(N)n1	-5%	.	-3%	i	-4%	8%	0	11%	7
O=S(=O)(NC1CCCC1)c1ccc(Br)s1	-8%	-11%	15%	i	1%	15%	7	8%	18
O=S(=O)(c1ccc(Br)s1)N1CCN(c2ccccn2)CC1	0%	-4%	-2%	i	-4%	-9%	4	10%	4
O=C(CSCCO)Nc1nccs1	-2%	-4%	-11%	i	2%	-6%	13	6%	1
CC1CCc2c(C(=O)NCCN3CCOCC3)csc2C1 (stereo not drawn)	-18%	0%	-6%	i	11%	-5%	8	4%	6
CCOc1ccccc1-n1c(SCC(=O)Nc2nccs2)nnc1-c1ccoc1C	0%	11%	12%	i	.	17%	15	11%	10
CCOC(=O)COn1c(SCC(=O)OCC)nc2ccccc2c1=O	2%	2%	-7%	.	.	0%	.	9%	.
O=C(CCn1c(=O)oc2ccccc21)NC1=NCCS1	.	12%	.	i	.	.	19	.	4
COc1ccc(N2CCN(C(=O)CN(c3ccc(Br)cc3)S(C)(=O)=O)CC2)cc1	-3%	.	1%	i	14%	8%	6	6%	10
COc1ccc(NC(C)c2cc(Cl)ccc2O)cc1 (stereo not drawn)	-3%	2%	13%	i	7%	23%	5	18%	5
Cn1c(=O)n(CC(=O)Nc2ccc(F)cc2)c2ccccc21	-4%	-11%	5%	i	.	18%	11	6%	10
O=C(c1ccccc1)c1nc2ccccc2[nH]c1=O	8%	6%	15%	i	4%	5%	9	6%	13
Cc1ccc(C2NC(=O)c3ccccc3N2)s1 (stereo not drawn)	-1%	58%*	56%*	.	-12%	50%	13	10%	2

The last 2 compounds of the part above lead into the next.
SMILES	Bfl-1 displacement	HT1080 cytotoxicity	HPDE-C7 viability	DPM-DC inhibit	LYP inhibition	KRASV12 cytotoxicity	Spn PMK inh	TNAP inhibition	Spn MK inh	others
O=C(c1ccccc1)c1nc2ccccc2[nH]c1=O	8%	6%	15%	i	4%	5%	9	6%	13
Cc1ccc(C2NC(=O)c3ccccc3N2)s1 (stereo not drawn)	-1%	58%*	56%*	.	-12%	50%	13	10%	2
O=C(Nn1c(C2CC2)nc2ccccc2c1=O)c1ccco1	6%	-5%	-12%	i	3%	-2%	55*	2%	0	Spn PMK inh pilot replicates=1.5*;Spn MK inh pilot replicates=2.0;DPM-DC inhibit pilot screen %=0.5
Cc1noc(C)c1COC(=O)Cn1c(C)nc2ccccc21	0%	9%	-9%	i	2%	-11%	8	11%	15
CC1=C(C(=O)Nc2ccccc2)C(c2ccco2)C(C#N)=C(SCc2ccccc2)N1 (stereo not drawn)	1%	-8%	63%*	i	.	58%*	7	5%	1
CSCC[C@@H](C(=O)O)N1Cc2ccccc2C1=O	-2%	5%	0%	i	9%	-7%	5	5%	35
Cc1cc(N2CCCCC2)n2ncc(-c3ccccc3)c2n1	-7%	-12%	-13%	i	.	-3%	12	12%	10
O=C1CC(c2ccccc2)c2cc(O)ccc2O1 (stereo not drawn)	-5%	.	.	i	.	.	8	12%	6
Cc1ccccc1CS(=O)(=O)Cc1ccc(C(=O)NCC2CCCO2)o1 (stereo not drawn)	-21%	15%	-7%	i	.	-18%	19	-9%	3
CCCCOc1ccc(NC(=O)CSc2nnnn2C)cc1	-8%	10%	1%	i	8%	-4%	0	9%	8
COc1ccc(CCn2c(=N)c(C(=O)NCc3ccco3)cc3c(=O)n4cccc(C)c4nc32)cc1	14%	0%	.	i	3%	.	6	7%	6
Cn1c(Cn2c(=O)sc3ccccc32)nnc1SCC(=O)N1CCN(c2ccccc2)CC1	6%	-3%	7%	i	12%	8%	11	8%	2
COc1ccc(OC(C)C(=O)N2CC(C)OC(C)C2)cc1 (stereo not drawn)	0%	3%	12%	i	2%	4%	4	5%	9	Spn PMK inh pilot replicates=1.0;Spn MK inh pilot replicates=4.5;DPM-DC inhibit pilot screen %=3.0
CCOc1cc(C(=O)Nc2nnc(C)s2)cc(OCC)c1OCC	4%	-4%	-7%	i	15%	2%	0	9%	5
CCC(C)C(=O)Nc1nc2c(s1)C(=O)CC(C)(C)C2 (stereo not drawn)	-2%	8%	-10%	i	-4%	-2%	0	11%	6	Spn PMK inh pilot replicates=1.5;Spn MK inh pilot replicates=2.5;DPM-DC inhibit pilot screen %=0.0
COc1ccccc1-c1nc(C#N)c(N2CCN(Cc3ccccc3)CC2)o1	6%	-2%	-9%	i	.	-4%	13	5%	12
Cc1cc(NC(=O)CSc2nc3ccccc3n2CC(=O)N2CCCCC2)no1	-2%	-9%	-21%	i	4%	0%	16	17%	2	Spn PMK inh pilot replicates=5.5;Spn MK inh pilot replicates=0.0;DPM-DC inhibit pilot screen %=0.0
CCOc1ccc(NC(=O)CN(C)CC(=O)NC2CCCc3ccccc32)cc1OCC (stereo not drawn)	-2%	5%	-4%	i	11%	-11%	18	2%	0	Spn PMK inh pilot replicates=3.0;Spn MK inh pilot replicates=2.5;DPM-DC inhibit pilot screen %=1.5
COc1ccc(NC(=O)CCS(=O)(=O)c2cccc3nonc23)c(OC)c1	-2%	20%	-21%	i	2%	-10%	0	3%	13
COc1ccc(S(=O)(=O)N(CC(=O)NC2CC2)C2CCCCC2)cc1Cl	-4%	-1%	-1%	i	-2%	0%	6	10%	2
CCOC(=O)c1sc(NC(=O)CNC(=O)Cn2cnc3sc(C)c(C)c3c2=O)nc1C	19%	-16%	9%	i	.	9%	12	19%	2	Spn PMK inh pilot replicates=6.5;Spn MK inh pilot replicates=5.5;DPM-DC inhibit pilot screen %=0.0
CC(=O)c1ccc(N2C(=O)[C@@H]3C(CCC(N)=O)NC4(C(=O)Nc5c4ccc(Cl)c5C)[C@@H]3C2=O)cc1 (stereo partly drawn)	-3%	-2%	-24%	i	.	-19%	17	12%	9
Cc1ccc(C(=O)Nc2c3c(nn2C(C)(C)C)CS(=O)(=O)C3)cc1C	-7%	1%	-25%	i	10%	-16%	15	-2%	2
C=CCOC(=O)C1=C(C)OC(N)=C(C#N)C1c1ccc(F)cc1 (stereo not drawn)	5%	-1%	1%	i	0%	6%	13	0%	0
O=C(CNS(=O)(=O)c1ccc(C(=O)N2CCOCC2)cc1)N1CCOCC1	0%	1%	2%	i	-4%	-8%	12	11%	4
CCC1(c2ccccc2)C(=O)NCNC1=O	1%	-1%	7%	i	8%	4%	5	7%	5	Spn PMK inh pilot replicates=0.5;Spn MK inh pilot replicates=0.0;DPM-DC inhibit pilot screen %=0.0
COc1ccc(C2=NO[C@@H]3C(=O)N(C4CCCCC4)C(=O)[C@H]23)cc1OC	-1%	-12%	-1%	i	3%	-2%	16	5%	14
Cc1oc(-c2ccc(Cl)cc2)nc1CS(=O)CC(=O)NCCN1CCCC1 (stereo not drawn)	2%	4%	2%	i	.	6%	6	10%	5
COc1ccc(Oc2nc(C)cc(C)c2C#N)cc1	9%	5%	4%	i	14%	-4%	18	6%	8
O=C(NCc1ccccc1)c1ccc(F)c(S(=O)(=O)N2CCOCC2)c1	-3%	-7%	-9%	i	10%	-5%	6	12%	6
CCOC(=O)c1c(C)nc2c(c1C)/C(=N/O)CC(C)(C)C2	-6%	5%	-4%	i	.	5%	3	4%	4
Cc1nc(SCC(=O)Nc2ccccc2)c2oc3ccccc3c2n1	3%	9%	-2%	i	4%	-2%	21	7%	7
CN(C(=O)c1cc2n(n1)C(C(F)(F)F)CC(c1ccco1)N2)c1ccc(OC(F)(F)F)cc1 (stereo not drawn)	-3%	-2%	4%	i	20%	7%	13	5%	1
COc1ccc(OC)c(N(CC(=O)NC2CC2)S(=O)(=O)c2ccc(C)cc2)c1	-2%	9%	1%	i	8%	8%	12	9%	5
COC(=O)c1ccccc1NC(=O)CSc1nnc(C(CO)NC(=O)c2ccccc2)n1C (stereo not drawn)	4%	4%	-3%	i	5%	-10%	0	5%	6
COc1ccc(C(=O)O)cc1NS(=O)(=O)c1cccc2nsnc12	.	6%	.	i	-3%	.	19	.	5
COc1ccccc1N1CCN(C(=O)C(C)N(c2ccc(C)cc2)S(C)(=O)=O)CC1 (stereo not drawn)	-6%	1%	-8%	i	4%	-4%	7	8%	15
C/C=C/Cn1c(SCCCc2ccccc2)nc2c1c(=O)[nH]c(=O)n2C	-7%	6%	20%	i	11%	10%	0	18%	0	Spn PMK inh pilot replicates=0.0;Spn MK inh pilot replicates=6.0;DPM-DC inhibit pilot screen %=0.0
COc1ccccc1-n1c(C)nc(=O)c(-c2ccccc2)c1C	0%	-3%	-12%	i	13%	-17%	3	6%	0
Cc1ccc(-c2cc(C)nc3ncnn23)cc1	-1%	-2%	-5%	i	4%	5%	0	5%	5
CCOC(=O)C1CCCN(C(=O)CS(=O)(=O)Cc2ccccc2)C1 (stereo not drawn)	0%	-2%	.	i	16%	.	1	7%	3
O=C(NC1CCCCC1)c1sc(=S)n2c1[nH]c(=O)c1ccccc12	9%	0%	83%*	i	3%	77%*	1	5%	9
COc1ccc(C2C(C(N)=O)=C(C)Nc3ncnn32)cc1 (stereo not drawn)	2%	-4%	-4%	i	4%	-12%	12	22%	2
COC(=O)c1c(C(C)=O)cnc2ccc(Br)cc12	-3%	11%	-14%	i	11%	3%	12	-2%	2
CC1=C(C(=O)OC2CCCCCCC2)C(c2ccc(O)cc2)NC(=O)N1 (stereo not drawn)	7%	-10%	4%	i	1%	4%	10	9%	4
C/C(N)=C(/C#N)C(=O)COC(=O)c1ccncc1	-4%	2%	2%	i	-17%	5%	7	-1%	11
